Bioassay records deposited in PubChem BioAssay by several laboratories.
RmlCD inh 1536 = M. tuberculosis RmlC/RmlD coupled enzyme inhibitors, primary screen, biochemical, compound mixtures, 384-well, from 1536-well plates; RmlC+RmlD coupled enzyme assay, percent inhibition; primary screen in compound mixtures; dTDP-4-dehydrorhamnose reductase (Mycobacterium tuberculosis (strain ATCC 25618 / H37Rv)) …; inhibition, % at 3.6 µM; 160,000 tested, 0.03% active; in the data active means inhibition mostly above about 34%, no sharp cut-off; further: some results filed as inactive read as strong as hits
Target sequence (P9WH09 whole entry, looked up): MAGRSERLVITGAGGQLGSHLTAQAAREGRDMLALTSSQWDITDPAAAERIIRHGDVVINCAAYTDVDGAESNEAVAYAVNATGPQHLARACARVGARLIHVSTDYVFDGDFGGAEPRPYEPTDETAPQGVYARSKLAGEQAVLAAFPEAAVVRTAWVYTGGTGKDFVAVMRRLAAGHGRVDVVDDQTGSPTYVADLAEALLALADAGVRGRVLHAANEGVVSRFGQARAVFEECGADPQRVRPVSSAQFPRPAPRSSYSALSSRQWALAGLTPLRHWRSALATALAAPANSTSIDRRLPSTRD
Target sequence (P9WH11 whole entry, looked up): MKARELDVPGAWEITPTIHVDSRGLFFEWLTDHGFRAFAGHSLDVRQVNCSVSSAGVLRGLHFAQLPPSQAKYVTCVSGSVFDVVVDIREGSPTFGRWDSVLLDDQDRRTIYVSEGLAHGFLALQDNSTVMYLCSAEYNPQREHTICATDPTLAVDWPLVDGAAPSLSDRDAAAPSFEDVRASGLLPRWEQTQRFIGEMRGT
M. tuberculosis GlmU = inhibition of mycobacterial GlmU enzyme – biochemical, glucosamine-1-phosphate acetyltransferase (AID 1376) | Bifunctional protein GlmU (Mycobacterium tuberculosis (strain ATCC 25618 / H37Rv)) | M. tuberculosis GlmU acetyltransferase enzyme assay; higher % means a stronger effect | one-dose inhibition, %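 (tested at 30 µM in the primary screen)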; IC50 in µM for titrated hits | 220,000 tested, 0.25% active; in the data active means inhibition above about 13%;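 further: 0% = complete reaction with vehicle and 100% = reaction without substrate; strong numbers were not always called active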
Starred values were filed as active, the others as inactive; nt = not tested or not shown. An excerpt; rates above refer to the full screens.

SMILES	RmlCD inh 1536	M. tuberculosis GlmU
Cn1cc(CN2CCN(CCc3ccccc3)C(CCO)C2)cn1 (stereo not given)	-12	1.1%
Cc1cccn2c(CN3CCSCC3)c(C(=O)N3CCOCC3)nc12	nt	3.5%
C=CCn1c(C(C)NC(=O)c2cccc(C)c2)n[nH]c1=S (stereo not given)	-8	2.0%
Cc1nn(-c2ccccc2)c2nc(=O)n(-c3ccccc3)cc12	-1	1.0%
C=CCOc1ccc(CNC(C)(C)CO)cc1OC	-2	-3.8%
CC(C)NC(=O)/C(=C/c1cn(-c2ccccc2)nc1-c1cccc([N+](=O)[O-])c1)NC(=O)c1ccccc1	-7	0.9%
COc1ccc(C(=O)N/C(=C\c2ccccc2)C(=O)NC(CCSC)C(=O)O)cc1 (stereo not given)	0	6.3%
Oc1c(Br)cccc1/C=N/Nc1c(F)c(F)c(F)c(F)c1F	nt	7.2%
COc1ccc(CCN2C(=O)CSC2=Nc2ccc(C(C)C)cc2)cc1OC	-40	4.4%
Cc1onc(-c2ccccc2)c1NC(=O)N(Cc1ccccc1)C(C)C	10	0.9%
O=C(COC(=O)c1ccc(Cl)c(S(=O)(=O)N2CCCC2)c1)NC1CCCC1	nt	2.1%
Cc1sc2nc(SCC(=O)NCc3cccs3)[nH]c(=O)c2c1C	6	-1.9%
CCOc1ccc(C)cc1-n1nc2ccccc2n1	28	1.8%
CCN1CCC2(CC1)N=C(c1ccc(F)cc1)C(=S)N2C(=O)c1ccc(C(C)(C)C)cc1	-8	0.0%
CCOc1ccccc1NC(=O)Nc1cc(OC)ccc1OC	11	3.5%
Cn1nc(C(F)(F)F)c(-c2ccccc2)c1N	-4	1.1%
COc1ccccc1CCC(=O)OCC(=O)Nc1ccc(S(N)(=O)=O)cc1	15	-3.7%
CC1(C)C2CC[C@]3(C)C(CC=C4[C@@H]5C[C@](C)(CO)CC[C@]5(C(=O)O)CC[C@]43C)[C@@]2(C)CC[C@@H]1O (stereo not given in full)	nt	3.5%
Cc1nc2c(C#N)cnn2c2c1CCN(Cc1ccccc1)N2C	-12	1.5%
O=c1cc(CN2CC=C(c3ccccc3)CC2)c2c(ccc3ccccc32)o1	nt	4.3%

Seven compounds drawn at random from the list so far:
SMILES	RmlCD inh 1536	M. tuberculosis GlmU
COc1ccccc1CCC(=O)OCC(=O)Nc1ccc(S(N)(=O)=O)cc1	15	-3.7%
Cn1nc(C(F)(F)F)c(-c2ccccc2)c1N	-4	1.1%
Cc1nn(-c2ccccc2)c2nc(=O)n(-c3ccccc3)cc12	-1	1.0%
Cc1cccn2c(CN3CCSCC3)c(C(=O)N3CCOCC3)nc12	nt	3.5%
O=c1cc(CN2CC=C(c3ccccc3)CC2)c2c(ccc3ccccc32)o1	nt	4.3%
CCN1CCC2(CC1)N=C(c1ccc(F)cc1)C(=S)N2C(=O)c1ccc(C(C)(C)C)cc1	-8	0.0%
CC(C)NC(=O)/C(=C/c1cn(-c2ccccc2)nc1-c1cccc([N+](=O)[O-])c1)NC(=O)c1ccccc1	-7	0.9%

Additional entries:
SMILES	RmlCD inh 1536	M. tuberculosis GlmU
Cc1cccc(C)c1NC(=O)CCN1C(=O)C2C3CCC(C3)C2C1=O (stereo not given)	-3	2.8%
COc1ccc(C2CC(c3ccccc3)=NN2c2ccccc2)c(C(=O)O)c1OC (stereo not given)	13	-2.8%
c1ccc(CSc2nnnn2-c2ccccc2)cc1	-1	3.1%
COc1ccc(N2C(=O)CC(NC3CC3)C2=O)cc1 (stereo not given)	-3	-3.5%
CCc1ccc2c(CN(CC)Cc3nc4ccccc4c(=O)[nH]3)cc(=O)oc2c1	nt	2.7%
Cc1sc(NC(=O)CSc2nc(O)cc(=O)[nH]2)nc1-c1ccccc1	nt	3.1%
Cc1ccc(CN2CCN(CC(=O)N/N=C/c3c[nH]c4ccccc34)CC2)cc1	9	-5.5%
CCOC(=O)c1cnn(-c2ccc(NS(=O)(=O)c3ccc(Cl)cc3)cc2)c1C(F)(F)F	-6	1.3%
CCCc1cc(=O)[nH]c(SCC(=O)Nc2ncc(S(=O)(=O)c3ccc([N+](=O)[O-])cc3)s2)n1	9	4.8%
S=C(NCc1ccco1)N1CCN(Cc2ccco2)CC1	nt	2.4%
CC1(C)Cc2c(c(N3CCOCC3)nc3sc(-c4ccc(C(=O)O)o4)c(N)c23)CO1	7	-1.1%
O=C1CCN(S(=O)(=O)c2ccccc2)CCN1CCOCc1ccc(Cl)cc1	nt	-0.1%
Cc1ccc(CN(c2ccc(C(=O)N3CCc4ccccc4C3)cc2)S(C)(=O)=O)cc1	nt	-0.3%
CCOC(=O)N1CCN(C(=O)c2ccc(C)c(S(=O)(=O)Nc3ccccc3)c2)CC1	4	0.3%
CCCC(=O)NC(=S)Nc1sc2c(c1C(N)=O)CCC2	2	4.0%
CC(C)n1c(=N)c(C(=O)NCCc2ccccc2)cc2c(=O)n3ccccc3nc21	7	-3.7%
Cc1ccc(NS(=O)(=O)c2ccc(CCC(=O)O)cc2)cc1	nt	-0.4%
CCC(C)N1CC23C=CC(O2)C(C(=O)OCc2ccccc2)C3C1=O (stereo not given)	-6	-1.7%
C=CCN=C1SC(C)C(=O)N1S(=O)(=O)c1ccccc1 (stereo not given)	-7	3.4%
COc1ccc(CNC(=O)C2CC(c3ccccc3C(F)(F)F)=NO2)cc1 (stereo not given)	nt	1.3%

Further compounds:
SMILES	RmlCD inh 1536	M. tuberculosis GlmU
COc1ccc(/C=N/Nc2ccccc2C(=O)O)cc1Cn1cc([N+](=O)[O-])cn1	-3	6.3%
CC(=O)N/C(=C/c1ccccc1)C(=O)N1CCCCC1	7	2.7%
CC1=C(C(=O)OCc2ccccc2)C(c2ccc(-c3ccccc3)cc2)NC(=O)N1CCCC(=O)O (stereo not given)	nt	-2.9%
Cc1cc(C(=O)Nc2nc3c(s2)CCCC3)no1	nt	4.7%
Cc1ccc(C(C)C)c(OCCNS(C)(=O)=O)c1	nt	6.7%
O=[N+]([O-])c1ccc(OCc2cnc(Cl)s2)c([N+](=O)[O-])c1	5	-4.5%
O=S(=O)(c1ccccc1)N1CCN(C(=S)NCCCN2CCOCC2)CC1	-10	-6.4%
COc1ccc(-c2cnc(NCc3cc4c(cc3[N+](=O)[O-])OCO4)n2C)cc1	-8	-2.9%
Cc1nc(-c2ccccc2)[nH]c(=O)c1Oc1ccc(Cl)cc1Cl	18	-2.9%
CCN(CC)C(=O)c1sc(NC(=O)c2cccs2)c(C#N)c1C	9	-1.7%
COc1ccc(/C=N/Nc2ccccn2)cc1OC	0	1.4%
Cn1cnnc1SCc1ccc(C#N)cc1	6	-2.8%
Cn1c(=O)c2c(nc(Br)n2C)n(C)c1=O	53	-0.4%
O=C(Nc1ccc(Cl)c(Cl)c1)Nc1ccc(N2CCCC2)c(S(=O)(=O)Nc2ccccc2Cl)c1	-6	-2.2%
CCn1c(SCC(=O)NCCOC)nc2sc3c(c2c1=O)CCCC3	nt	4.1%
CC(Oc1ccc(Cl)cc1Cl)c1nc(-c2ccccn2)no1 (stereo not given)	-10	-0.6%
Cc1cccc(NC(=O)COc2ccc(/C=N\n3cnnc3)cc2)c1	-10	5.0%
COCCCNC(=O)C1CC(=O)OC1c1ccc(OC)c(OC)c1 (stereo not given)	nt	8.1%
Cc1ccccc1OCC(O)CN1CCN(c2ccc(Cl)cc2)CC1 (stereo not given)	nt	-2.5%
Cn1nc(-c2ccc(C(=O)Nc3cccnc3)cc2)c2ccccc2c1=O	nt	2.2%

The listing continues.
SMILES	RmlCD inh 1536	M. tuberculosis GlmU
O=C(Nc1cccc2c1CCCC2)C1CCN(C(=O)NC2CCCCC2)CC1	nt	-7.2%
N#C/C(=N\Nc1ccc(F)cc1)C(=N)N1CCCCC1	nt	8.0%
CC(Nc1nc(-c2ccc3c(c2)NC(=O)CO3)cs1)c1ccccc1 (stereo not given)	9	-7.1%
Cc1cc(NC(=O)CSc2nc3c(c(=O)n2CCc2ccccc2)SC(C)C3)no1 (stereo not given)	-2	-3.5%
c1csc(-c2nc3ccccn3c2NC2CCCCC2)c1	8	-0.1%
Cn1c(=O)c2c(nc(SCC(=O)O)n2Cc2cc3c(cc2Cl)OCO3)n(C)c1=O	5	nt
O=C(NCc1ccco1)C1(c2ccc(Cl)cc2)CCCC1	6	0.4%
Cc1cccc(C(=O)N2CCN(c3ncnc4c3cnn4-c3ccccc3)CC2)c1	10	-4.6%
Cc1ccc(NC(=O)C(=O)NCCN2CCN(C(=O)C(c3ccccc3)c3ccccc3)CC2)cc1	6	0.1%
COC(=O)c1ccc(NC(=O)c2c(C(=O)Nc3ccccc3)sc3nc(C)cc(=O)n23)cc1	2	-4.2%
Cc1ccc(NC(=O)C2CCCN2S(=O)(=O)c2ccc(F)cc2)c(C)c1 (stereo not given)	-1	-3.9%
CC1CCCN(S(=O)(=O)c2ccccc2[N+](=O)[O-])C1 (stereo not given)	-7	1.5%
CCCn1c(SCCN2C(=O)c3ccccc3C2=O)n[nH]c1=O	nt	5.5%
CC(=O)Nc1nc2cc3c(cc2s1)OCO3	28	2.4%
COc1ccc(C/C(C)=N\NC(=O)c2cn(C)c3ccccc23)cc1OC	4	1.0%
CCN(CC)c1nc2ccccc2[nH]1	nt	9.1%
CCc1ccc(NC(=O)C2CCCCC2C(=O)O)cc1 (stereo not given)	-9	-0.7%
O=C(O)CC(O)(CC(=O)O)C(=O)O	nt	-0.1%
S=C(NN=C1C2CC3CC(C2)CC1C3)Nc1ccccc1	nt	1.7%
CC12C(=O)N(n3cnnc3)C(=O)C1C1C=CC2C1 (stereo not given)	-5	4.3%

Carrying on:
SMILES	RmlCD inh 1536	M. tuberculosis GlmU
COC(=O)c1cccc(NC(=S)NC(C)C)c1	nt	3.5%
Cc1ccc(S(=O)(=O)N(C)CC(=O)OCC(=O)N2CCN(c3ccccc3)CC2)cc1	-22	1.6%
CCOC(=O)C1CCCN(C(=O)CCn2nc(-c3ccccc3)ccc2=O)C1 (stereo not given)	-3	nt
COc1ccccc1NS(=O)(=O)c1ccc(O)c(C(=O)OCC(=O)Nc2ccccc2F)c1	2	-4.5%
Cc1nc(-c2ccc(Cl)cc2)sc1C1(C)CC(c2cccnc2)=NO1 (stereo not given)	-12	-2.8%
O=C1c2cccc3cc([N+](=O)[O-])cc(c23)C(=O)N1c1ccccc1O	0	-9.2%
COc1ccc(-c2nnc(NC(=O)c3cc(Cl)ccc3Cl)o2)cc1	10	3.9%
Cc1ccncc1C(N)=O	7	nt
CC(C)n1cc(/C=C2/SC(=O)N(CC(=O)Nc3ccc4c(c3)OCO4)C2=O)c2ccccc21	nt	1.3%
C/C(=N\Nc1cc(-c2ccccc2)nc(-c2ccccc2)n1)c1ccc(O)c(C)c1	-40	2.1%
COc1cc(C(=O)NNC(=S)Nc2ccc(S(N)(=O)=O)cc2)cc(OC)c1OC	-1	-0.6%
COC(C(=O)Nc1ccc(Cl)cc1C)c1ccccc1 (stereo not given)	0	2.2%
Cn1c(=O)c2c(nc(NCc3ccco3)n2CC(O)CO)n(C)c1=O (stereo not given)	nt	0.9%
CCOn1c(SC(C)C)nc2ccccc2c1=O	-9	4.8%
COc1cc(/C=C/CO)cc(OC)c1O[C@@H]1O[C@H](CO)[C@@H](O)[C@H](O)[C@H]1O	nt	0.3%
O=C(c1cccc(C(=O)N2CCN(Cc3ccccc3)CC2)c1)N1CCN(Cc2ccccc2)CC1	-2	3.5%
c1ccc(-c2oc3ncnc(NCCCN4CCOCC4)c3c2-c2ccccc2)cc1	96	-3.9%
CC(C)(C)C(=O)Nc1sc2c(c1C#N)CCC2	-18	2.3%
CCOC(=O)c1c(N)nn(C(=O)c2ccccc2F)c1-c1ccc(OC)cc1	-7	1.3%
CCS(=O)(=O)Nc1ccccc1C(N)=O	6	-1.0%

Continuation.
SMILES	RmlCD inh 1536	M. tuberculosis GlmU
CCOP(=O)(OCC)C(O)c1ccc(OC)cc1OC (stereo not given)	nt	0.6%
COc1ccc(CCn2c(NN)nc3c2c(=O)[nH]c(=O)n3C)cc1	-4	-2.3%
CCCCC/S(CC1CC1(Cl)Cl)=N\S(=O)(=O)c1ccc(C)cc1 (stereo not given)	2	1.3%
COc1ccccc1-n1cc(C(=O)N2CCCC(CO)(Cc3ccccc3C)C2)cn1 (stereo not given)	nt	-2.0%
O=C(CN1/C(=C(/O)c2ccccc2)C(=O)c2ccccc2S1(=O)=O)c1ccccc1	8	5.4%
CCOc1ccc2c(c1)C(c1ccccc1)=NNC(c1ccccc1)=N2	nt	3.3%
CCn1cc(C(=O)O)c(=O)c2cc(F)c(N3CCN(C(=S)NC(=O)c4cccc(F)c4)CC3)cc21	1	-5.2%
Cn1c(=O)n(C)c2cc([N+](=O)[O-])c(N3CCN(S(C)(=O)=O)CC3)cc21	-12	1.7%
CN1C(=O)C(=Cc2ccc(N3CCOCC3)o2)C(=O)N(C)C1=S	9	5.7%
CCOC(=O)N1CCC(N(CCN(C)C)C(=S)Nc2cccc(C)c2)CC1	-4	15%
COC(=O)c1cc2cc(Cl)ccc2nc1SC	-5	nt
COc1cc(OC)c2ccc(=O)oc2c1C(CC(=O)N1CCN(c2ccccc2)CC1)c1ccc2c(c1)OCO2 (stereo not given)	nt	2.5%
CC(Sc1nncn1C)C(=O)Nc1nnc(-c2ccccc2)s1 (stereo not given)	4	4.9%
